Compound activity as filed in PubChem.
KLK7 zymogen act = activates the human kallikrein-7 zymogen | P49862 | purified proKLK7, EDANS-DABCYL substrate fluorescence; 100% is mature enzyme control, 0% vehicle | activation, % at 7 µM | 370,000 tested, 0.9% active;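 active = activation above the mean of all tested compounds plus 3 SD, computed per campaign excluding outliers beyond control limits, cut at about 13% in these data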
DAX1 inh-1 = NR0B1 (DAX1) inhibition | P51843 | HEK293 Gal4-DAX1 luciferase reporter, luminescence | inhibition, % at 6.75 µM | 340,000 tested, 0.99% active | AID 504766;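 active = inhibition above the mean over all tested compounds plus 3 SD, cut at about 4.2% in these data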;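 also: 0% = DAX1-transfected cells with DMSO and 100% = empty-vector control cells with DMSO; inhibition shows as a rise in luminescence from relieved DAX1 repression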
ssDAF12 agonist = activates DAF-12 receptor from parasite S. stercoralis | activation, % at 6.8 µM | HEK293 ssDAF-12/GRIP1 lit1-tk-luc reporter, luminescence; % of 3 µM dafachronic acid response | 370,000 tested, 1% active;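 active = activation above the mean over all tested compounds plus 3 SD, cut at about 0.9% in these data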;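 also: 0% = DMSO-only wells and 100% = 3 µM delta7-dafachronic acid wells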
NPR1 activator = GC-A (human) enzyme activation; 370,000 tested, 0.14% active; AID 1671463; activation, % at 10 µM; HEK293 GC-A cells, cGMP TR-FRET, EC30 ANP; 0% at EC30 ANP, 100% saturating ANP; in the data active = activation above about 40%
Target sequence (P16066 whole entry, looked up): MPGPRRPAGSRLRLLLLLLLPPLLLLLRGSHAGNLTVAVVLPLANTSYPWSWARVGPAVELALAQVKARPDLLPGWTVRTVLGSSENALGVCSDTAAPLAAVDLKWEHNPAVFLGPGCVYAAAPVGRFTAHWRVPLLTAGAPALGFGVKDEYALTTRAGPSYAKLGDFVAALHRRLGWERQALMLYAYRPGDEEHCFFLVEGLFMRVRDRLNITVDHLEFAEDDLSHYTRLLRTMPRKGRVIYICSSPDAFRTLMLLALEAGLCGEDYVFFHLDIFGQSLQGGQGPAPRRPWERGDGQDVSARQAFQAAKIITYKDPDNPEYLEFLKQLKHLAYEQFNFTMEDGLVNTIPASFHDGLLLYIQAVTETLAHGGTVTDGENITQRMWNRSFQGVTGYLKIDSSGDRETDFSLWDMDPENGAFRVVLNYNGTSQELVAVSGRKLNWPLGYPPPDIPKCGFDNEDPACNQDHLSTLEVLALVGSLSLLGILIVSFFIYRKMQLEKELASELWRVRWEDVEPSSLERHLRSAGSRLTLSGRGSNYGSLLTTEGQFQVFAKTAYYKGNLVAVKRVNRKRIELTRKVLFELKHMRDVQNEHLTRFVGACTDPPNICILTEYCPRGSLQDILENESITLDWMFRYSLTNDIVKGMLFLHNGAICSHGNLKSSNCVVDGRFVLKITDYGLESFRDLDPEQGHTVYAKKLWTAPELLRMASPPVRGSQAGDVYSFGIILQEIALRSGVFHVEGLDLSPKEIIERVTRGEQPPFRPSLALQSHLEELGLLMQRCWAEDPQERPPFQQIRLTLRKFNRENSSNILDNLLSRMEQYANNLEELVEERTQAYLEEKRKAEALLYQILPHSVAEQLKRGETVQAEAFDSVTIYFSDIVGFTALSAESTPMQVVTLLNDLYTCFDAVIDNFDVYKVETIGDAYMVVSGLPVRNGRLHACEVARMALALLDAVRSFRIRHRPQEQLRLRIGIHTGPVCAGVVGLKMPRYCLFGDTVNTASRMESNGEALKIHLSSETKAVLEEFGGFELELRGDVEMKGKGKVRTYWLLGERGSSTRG
sPLA2-III inh = Inhibits HGIII-sPLA2 liposome hydrolysis, primary screen. Q9NZ20. QFRET BODIPY PC-A2 liposome hydrolysis, fluorescence. inhibition, % at 12.2 µM. 370,000 tested, 0.56% active;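 active = inhibition above mean plus 3 SD of compounds lying within the high and low control bounds, cut at about 19% in these data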;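 also: 0% = median of test compound wells and 100% = no enzyme DMSO wells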
NPR2 activator = GC-B (human) receptor activation. AID 1920062. P20594. activation, % at 10 µM. HEK293-GC-B cells, CNP EC30, cGMP TR-FRET; 0% at EC30 CNP, 100% saturating CNP. 370,000 tested, 0.11% active;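 active = activation at 10 µM reaching about 35% in either raw or pattern-adjusted values, limit read from the data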
hcDAF-12 act = activates DAF-12 receptor from parasite H. contortus; HEK293 hcDAF-12 lit1-tk-luc reporter, luminescence; 0% DMSO, 100% Δ7-dafachronic acid; activation, % at 6.8 µM; 370,000 tested, 1.4% active; AID 652067;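 active = activation above the mean of all tested compounds plus 3 SD, cut at about 5.5% in these data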;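 also: 100% = response to 3 µM Δ7-dafachronic acid high control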
SMARCA2 act = activators of SMARCA2 function; MG213 cells, MMTV-luciferase reporter, dexamethasone, overnight; activation, % at 9.1 µM; 370,000 tested, 1% active; AID 652017; in the data active = activation above about 7.8%;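 also: 0% = vehicle wells and 100% = reference activator wells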
DAX1 inh-2 = inhibitors of DAX1 repression of SF-1 activated StAR promoter. HEK293T StAR-luciferase reporter, SF-1/DAX-1 repression relief. inhibition, % at 6.8 µM. 370,000 tested, 1.1% active. AID 652010;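 active = inhibition above the mean over all tested compounds plus 3 SD, cut at about 3.6% in these data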;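 also: 0% = DAX-1 cells with DMSO and 100% = cells lacking DAX-1 with DMSO; higher inhibition means more luminescence from relief of DAX-1 repression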
GAA850 FXN act = frataxin GAA850 promoter activation. activation, % at 6 µM. AID 540364. 360,000 tested, 0.56% active. HEK293 lucGAA850 FXN promoter luciferase reporter, 24 h; percent of 10 µM SAHA response;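 active = activation above the average of all compounds screened plus 3 SD, cutoff fixed separately per campaign, cut at about 7.5% in these data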;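 also: 0% = DMSO wells and 100% = 10 µM SAHA wells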
hgDAF12 agonist = hgDAF-12 agonism, primary luciferase screen; HEK293 GAL4-hgDAF12 UAS-luciferase reporter, agonist luminescence; normalized to butyrate control; activation, % at 6.8 µM; 370,000 tested, 1.8% active; AID 687014;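 active = activation above a cutoff set at the mean of all screened compounds plus 3 SD, cut at about 10% in these data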;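 also: 0% = DMSO wells and 100% = sodium butyrate wells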
* marks the source's active call; other numbers are inactive results; x = not tested or not shown. The order is random (roughly 6.7% active in at least one column).

SMILES | KLK7 zymogen act | DAX1 inh-1 | ssDAF12 agonist | NPR1 activator | sPLA2-III inh | NPR2 activator | hcDAF-12 act | SMARCA2 act | DAX1 inh-2 | GAA850 FXN act | hgDAF12 agonist
N#CC(CC(=O)c1ccc(F)cc1)c1ccc2c(c1)OCO2 (stereo not given) | 0.0 | 2.2 | -1.1 | 1 | -7 | -2 | 0.1 | -1 | -0.1 | 1.5 | 0.0
CCCCCCn1cc(C(=O)OCC)c(=O)c2cc(F)c(F)cc21 | 0.1 | -1.1 | -0.9 | 12 | -3 | 18 | -1.5 | -3 | -0.7 | -0.3 | 2.7
N#C/C(=C\c1ccc(C(=O)O)cc1)c1nc2sc3c(c2c(=O)[nH]1)CCCC3 | -0.1 | 0.4 | -0.7 | -2 | -13 | -3 | -0.3 | 0 | -0.5 | 1.4 | 1.2
Cc1ccc(S(=O)(=O)N2CCc3ccccc3C2CC(=O)O)cc1 (stereo not given) | -0.2 | 0.7 | -1.9 | 0 | 10 | 8 | 0.2 | 0 | 0.4 | -3.7 | -1.0
CCCC(=O)N1CC(=O)Nc2ccc(Br)cc2C1c1ccc(F)cc1 (stereo not given) | 0.3 | 1.4 | -1.0 | -29 | -5 | -14 | -0.4 | -1 | 0.0 | -3.6 | -2.3
N/C(=N\OC(=O)c1ccc(Cl)c(Cl)c1)c1cccc(CSc2ccccn2)c1 | -0.2 | 2.7 | -1.0 | 11 | 15 | 4 | 0.9 | -1 | 0.7 | 4.0 | 4.7
CC(C)NC(=O)N(C)C[C@H]1Oc2ccc(NS(=O)(=O)c3ccc(F)cc3)cc2C(=O)N([C@H](C)CO)C[C@@H]1C | 0.3 | -0.9 | -1.1 | 3 | 3 | 4 | 0.2 | 1 | 0.0 | 2.1 | -0.2
COc1cc(/C=C/C(=O)N2CCN(CC(O)COc3ccccc3)CC2)cc(OC)c1OC (stereo not given) | -0.4 | -1.4 | -1.4 | 3 | -6 | -8 | -1.7 | 0 | -0.7 | -0.8 | -0.6
CN1CCN(c2ccc(Cl)cc2NC(=O)c2nn(-c3ccccc3)c(=O)c3ccccc23)CC1 | -1.6 | -0.2 | -1.3 | -3 | -2 | -2 | 0.7 | -1 | -0.7 | -1.2 | -0.9
CC1(C)CC(=O)C(C=NCC2CCN(C(=O)Cc3ccccc3)CC2)=C(O)C1 | 0.4 | 0.1 | -1.5 | -3 | 6 | 10 | -1.6 | -2 | 0.2 | 0.2 | 1.4
COc1ccc(CC(=O)Nc2cc(=O)n(C)c(=O)n2C)cc1OC | 0.4 | -1.0 | -1.2 | 1 | 6 | 1 | 0.9 | -1 | -0.5 | 0.8 | 0.0
CC1CCCN(S(=O)(=O)c2ccc(C(=O)Nc3nnc(C4CC4)o3)cc2)C1 (stereo not given) | 0.1 | 0.2 | -1.5 | 4 | -6 | 0 | 1.7 | 1 | -1.9 | -0.8 | 0.3
Cn1c(=O)c2cc(S(=O)(=O)NC(Cc3ccccc3)C(=O)NCC3CCCO3)ccc2n(C)c1=O (stereo not given) | 0.6 | 0.4 | -1.5 | 3 | 9 | -3 | -1.2 | 0 | 0.4 | 0.8 | 1.3
COCCn1c(NC(=S)NC(=O)C23CC4CC(CC(C4)C2)C3)cc(=O)[nH]c1=O | 0.4 | -1.2 | -1.0 | -2 | 1 | -3 | 1.5 | -2 | 1.0 | 12* | -0.5
COc1ccc(-c2nc(C#N)c(NCc3ccccc3Cl)o2)cc1 | 0.1 | -0.3 | -0.9 | 8 | 4 | 0 | -1.6 | -2 | -0.6 | 5.1 | 1.9
O=C(CSc1nnc(-c2ccco2)o1)NC1CCCCC1 | 0.1 | -1.4 | -1.0 | x | -3 | x | -2.3 | -2 | -0.9 | -3.7 | -0.9
CN(C)CCN(Cc1cccs1)S(=O)(=O)c1csc(C(N)=O)c1 | -0.4 | -0.1 | -0.8 | 4 | 3 | -6 | -0.4 | -3 | 0.1 | 2.4 | -1.8
COCCN1C(=O)c2ccccc2C(C(=O)N2CCN(c3ccccc3)CC2)C1c1ccc(F)cc1 (stereo not given) | -0.7 | 0.2 | -1.8 | -5 | -3 | -7 | -1.9 | -3 | -0.3 | -3.1 | -0.8
Cc1ccccc1OCCC(=O)OCC(=O)Nc1ccc(C)c(S(=O)(=O)N2CCCCC2)c1 | 0.1 | 1.0 | -1.7 | 2 | -26 | 8 | -0.6 | -1 | 1.4 | -1.0 | -2.7
CCN(CC)c1ccc(/C=N/N2CCN(Cc3ccccc3Cl)CC2)c(O)c1 | 0.1 | -0.5 | -1.0 | 3 | 2 | -3 | -1.7 | 4 | 1.3 | 0.7 | 1.6
Cc1cccc2sc(NC(=O)CCNC(=O)c3ccco3)nc12 | -0.2 | -0.5 | -0.8 | 20 | 6 | -2 | -0.9 | -2 | -0.6 | 0.3 | 1.2
CCOc1ccc(N(CC(=O)Nc2ccc(F)c(F)c2)S(=O)(=O)c2c(C)noc2C)cc1 | -0.6 | 4.4* | -0.7 | 2 | 11 | 3 | -1.0 | -1 | 1.0 | 0.3 | -0.6
O=C(c1cccc(S(=O)(=O)Nc2ccc(Br)cc2)c1)N1CCCC1 | -0.3 | -0.8 | -1.1 | -4 | -16 | -6 | -1.6 | 0 | -1.2 | -1.2 | -2.0
O=C1OC(c2ccccc2)(N(Nc2ccccc2)c2ccccc2)c2ccccc21 (stereo not given) | 0.2 | 1.0 | -1.2 | -17 | -15 | -10 | 0.3 | -3 | -0.6 | 0.8 | -1.7
Cc1onc(-c2ccccc2)c1C(=O)Nc1cccc(S(=O)(=O)NC2=NCCC2)c1 | -0.1 | 0.8 | -1.2 | -1 | -9 | 2 | -0.7 | 0 | -0.4 | 0.4 | -2.0
CC1(C)CC2CC(C)(CN2c2ncnc3ccc(Br)cc23)C1 (stereo not given) | -0.3 | -0.2 | -0.9 | -13 | 2 | -12 | -2.3 | 2 | -0.5 | -1.0 | -3.2
Cc1ccccc1C(O)c1ccccn1 (stereo not given) | 0.7 | 1.7 | -1.0 | 1 | 1 | 4 | -1.4 | -3 | -0.1 | 0.2 | -2.2
CSc1ccccc1OCc1cc(C(=O)NCc2csc(C(C)C)n2)no1 | 0.5 | 0.4 | -0.9 | 7 | -12 | 3 | -0.9 | -2 | -1.0 | -2.6 | -1.8
O=C(COC(=O)c1cccnc1Cl)c1ccc(F)cc1 | 0.1 | 0.8 | -0.7 | 12 | -1 | -2 | -0.4 | -1 | -0.1 | 2.0 | 0.5
COc1ccc(CCNC(=O)CSc2nnnn2Cc2ccc3c(c2)OCO3)cc1OC | 1.2 | -0.9 | -1.1 | -3 | 2 | -2 | -0.7 | 0 | 0.5 | 2.6 | -2.2
Cc1ccc(C(=O)NNc2cc(=O)n(C)c(=O)n2C)cc1C | 1.0 | 0.2 | -0.7 | 3 | 2 | -4 | 0.1 | -3 | 0.1 | -1.1 | -0.4
C=Cc1ccc(C2=CC(=O)C[C@H](c3ccc(OC)cc3)C2)cc1 | 0.1 | 1.1 | -1.1 | -2 | -5 | -3 | 0.7 | 1 | -0.6 | 3.4 | 0.2
CCCn1c(SCC(=O)NCc2ccco2)nnc1-c1ccncc1 | -1.6 | 1.2 | -1.1 | 2 | 4 | 5 | -1.3 | 3 | 0.4 | -0.1 | -1.0
O=S1(=O)CCO[C@H]2Cc3ccccc3[C@H]2N1Cc1ccc(Cl)cc1 | -0.6 | 0.0 | -1.1 | 2 | -3 | -6 | -0.9 | 0 | -0.3 | -0.4 | -0.6
CC(NCc1ccncc1)C12CC3CC(CC(C3)C1)C2 (stereo not given) | -0.3 | -0.8 | -1.4 | 0 | 1 | 1 | -0.9 | -3 | 0.8 | 0.7 | -2.1
COC(CNC(=O)c1ccc2c(=O)n(Cc3ccc4c(c3)OCO4)c(=S)[nH]c2c1)OC | 0.3 | 0.1 | -0.3 | -2 | 0 | 1 | -0.6 | -1 | 0.0 | -1.1 | 1.2
Cc1ccc(-c2c(C#N)c(N)n(-c3ccc(Cl)cc3)c(=O)c2C#N)cc1 | 5.0 | x | -1.6 | -1 | -6 | -10 | -0.1 | -2 | -0.1 | -1.3 | -0.3
O=C(O)CCC(=O)Nc1sc2c(c1C(=O)Nc1ccccc1)CCCCC2 | 0.0 | 2.5 | -0.7 | 2 | 2 | 1 | 3.9 | 2 | 0.2 | 6.0 | 0.8
O=C(COC(=O)CC1CCCC1)Nc1ccc(Cl)cn1 | 0.2 | 0.1 | -1.3 | 3 | 1 | 1 | -0.2 | -2 | -1.6 | 2.2 | 1.7
Cc1ccc(CCNc2ccccc2C)cn1 | 0.7 | 0.2 | -1.1 | -4 | 7 | -2 | -1.4 | 0 | 0.3 | 1.6 | 0.5

Shown as a hit in DAX1 inh-1, of those listed so far:
Structure	KLK7 zymogen act	DAX1 inh-1	ssDAF12 agonist	NPR1 activator	sPLA2-III inh	NPR2 activator	hcDAF-12 act	SMARCA2 act	DAX1 inh-2
CCOc1ccc(N(CC(=O)Nc2ccc(F)c(F)c2)S(=O)(=O)c2c(C)noc2C)cc1	-0.6	4.4*	-0.7	2	11	3	-1.0	-1	1.0

Ordered by heavy-atom count (highest first): 3 of the compounds above.
SMILES | KLK7 zymogen act | DAX1 inh-1 | ssDAF12 agonist | NPR1 activator | sPLA2-III inh | NPR2 activator | hcDAF-12 act | SMARCA2 act | DAX1 inh-2 | GAA850 FXN act | hgDAF12 agonist
CCOc1ccc(N(CC(=O)Nc2ccc(F)c(F)c2)S(=O)(=O)c2c(C)noc2C)cc1 | -0.6 | 4.4* | -0.7 | 2 | 11 | 3 | -1.0 | -1 | 1.0 | 0.3 | -0.6
CC1(C)CC2CC(C)(CN2c2ncnc3ccc(Br)cc23)C1 (stereo not given) | -0.3 | -0.2 | -0.9 | -13 | 2 | -12 | -2.3 | 2 | -0.5 | -1.0 | -3.2
CC(NCc1ccncc1)C12CC3CC(CC(C3)C1)C2 (stereo not given) | -0.3 | -0.8 | -1.4 | 0 | 1 | 1 | -0.9 | -3 | 0.8 | 0.7 | -2.1

Later entries.
SMILES | KLK7 zymogen act | DAX1 inh-1 | ssDAF12 agonist | NPR1 activator | sPLA2-III inh | NPR2 activator | hcDAF-12 act | SMARCA2 act | DAX1 inh-2 | GAA850 FXN act | hgDAF12 agonist
Cc1ccc(-c2c(NC(=O)Nc3ccccc3)nc3ncccn23)cc1 | 5.9 | x | -0.8 | 2 | 0 | 5 | 1.7 | 2 | -1.0 | x | 8.8
OC(c1ccccc1)c1nc(/C=C/c2ccc(C(F)(F)F)cc2)cs1 (stereo not given) | -0.5 | x | -1.2 | -2 | 6 | -1 | -1.9 | -6 | -1.2 | 1.0 | -1.8
Cc1ccc(NC(=O)CN(C)C(=O)COC(=O)C2=COCCO2)cc1 | -0.1 | 0.2 | 0.2 | 4 | -5 | -3 | 2.3 | -1 | 0.3 | 1.9 | 1.0
CCOC(=O)CSc1nc(N)cc(=O)[nH]1 | -0.2 | 1.1 | -0.9 | 0 | -2 | 3 | -1.6 | -1 | 0.1 | -1.8 | -0.2
CCC(CO)Nc1ccn2nc(-c3cc(OC)c(OC)c(OC)c3)cc2n1 (stereo not given) | 6.1 | x | -1.4 | 9 | 10 | 2 | 0.5 | -6 | 0.3 | -0.8 | 1.0
CCOC(=O)c1[nH]c(C(=O)O)c(OC(=O)CC)c1C | -0.1 | 0.0 | -0.9 | -2 | 5 | 5 | -1.9 | 0 | 0.4 | 1.5 | -0.1
